# Source: PubChem BioAssay (several laboratories)
# ERb coact inh = ER-beta (human) coactivator binding inhibition | AID 633 | TR-FRET ER-beta LBD / SRC1-Cy5 peptide binding; receptor agonist-loaded with 1 µM estradiol | 86,000 compounds, 1.3% hits | Q92731 | inhibition, % at 25.6 µM;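 active = compounds whose percent inhibition of the receptor-coactivator binding signal exceeds about 50% in the single-dose screen, limit read from the data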;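 also: 0% = receptor plus peptide wells without compound and 100% = peptide-only wells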
# Target sequence (Q92731 whole entry, looked up, the tested form may be a part): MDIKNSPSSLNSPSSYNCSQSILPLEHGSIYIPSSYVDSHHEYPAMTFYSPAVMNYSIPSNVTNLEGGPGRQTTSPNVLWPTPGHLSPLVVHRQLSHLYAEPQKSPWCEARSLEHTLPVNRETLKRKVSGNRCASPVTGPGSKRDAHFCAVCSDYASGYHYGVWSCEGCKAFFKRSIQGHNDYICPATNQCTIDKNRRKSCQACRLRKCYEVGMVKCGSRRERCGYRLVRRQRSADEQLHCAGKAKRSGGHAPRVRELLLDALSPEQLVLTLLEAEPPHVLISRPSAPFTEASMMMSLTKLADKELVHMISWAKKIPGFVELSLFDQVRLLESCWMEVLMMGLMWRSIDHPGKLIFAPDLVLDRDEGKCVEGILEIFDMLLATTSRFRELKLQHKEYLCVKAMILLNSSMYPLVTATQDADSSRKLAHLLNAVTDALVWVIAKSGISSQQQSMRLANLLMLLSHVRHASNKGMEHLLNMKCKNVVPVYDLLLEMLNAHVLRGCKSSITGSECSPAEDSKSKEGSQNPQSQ
# Smad3 inh = Smad3 (human) transcription factor binding inhibition | P84022 | TR-FRET Smad3/Dy647-FoxH1 peptide binding, europium anti-His | inhibition, % at 25 µM | 88,000 compounds, 0.29% hits;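 active = compounds that reduce the energy-transfer binding signal between the protein and its labelled peptide by more than half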;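 also: 0% = Smad3 plus labelled peptide maximal FRET and 100% = peptide-only background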
# Target sequence (P84022 whole entry, looked up): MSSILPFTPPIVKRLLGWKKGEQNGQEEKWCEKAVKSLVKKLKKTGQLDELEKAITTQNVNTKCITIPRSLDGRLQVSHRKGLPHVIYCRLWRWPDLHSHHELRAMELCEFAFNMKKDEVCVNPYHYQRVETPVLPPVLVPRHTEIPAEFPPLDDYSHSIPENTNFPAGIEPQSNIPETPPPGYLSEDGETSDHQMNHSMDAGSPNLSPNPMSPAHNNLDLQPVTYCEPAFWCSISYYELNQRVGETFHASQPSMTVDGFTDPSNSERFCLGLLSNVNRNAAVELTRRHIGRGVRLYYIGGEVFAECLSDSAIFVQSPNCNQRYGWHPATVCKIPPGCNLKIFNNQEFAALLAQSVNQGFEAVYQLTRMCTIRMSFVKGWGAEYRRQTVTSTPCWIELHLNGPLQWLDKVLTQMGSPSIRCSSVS
# CD11b adhes enh = increases human CD11b/CD18 adhesion to fibrinogen; activation, % at 10 µM; P05107+P11215; K562 CD11b/CD18 adhesion to fibrinogen, ATPlite luminescence; AID 1499; 93,000 compounds, 0.07% hits;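 active = 10 µM primary screen giving 50% or more activity, confirmed by 40% or more on retest at that dose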; also: strong numbers were not always called active
# MT1-MMP txn act = MT1-MMP promoter transcription activation | activation factor at 10 µM | HT1080 MT1-MMP promoter luciferase reporter, luminescence, overnight; active compounds read high | 86,000 compounds, 0.16% hits;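 active = activation factor of at least 2 for MT1-MMP transcription at 10 µM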
# Lung fibro prol = blocks proliferation of human lung fibroblasts. LL 47 human lung fibroblast viability, ATP luminescence; active compounds read low. viability, % at 10 µM. 85,000 compounds, 1.1% hits;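 active = viability at or below 50% in the single dose screen; inactive = viability above 50%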;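 also: compound exposure lasted 72 h before the ATP readout; 100% = median luminescence of untreated cell-only wells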
#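 Material: human lung fibroblast line LL 47, low passage; Evaluation: viability percentage against median untreated-cell control; Buffer or medium: 15% FBS in IMEM; Incubation: 72 h compound exposure at 37 °C after overnight plating; Dosing: 0.1% DMSO in all compound wells; Measured by: CellTiter-Glo luminescence.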
# H69AR inhibit = growth inhibitors of human H69AR lung tumor cells; viability, % at 10 µM; AID 598; H69AR lung tumor viability, ATP luminescence, 72 h; active compounds read low; 85,000 compounds, 6% hits;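 active = viability at or below 40%; inactive = viability above 40%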;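 also: multidrug resistant small cell line overexpressing MRP-1 efflux transporter; 100% = mean luminescence of untreated control wells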
# HUVEC prolif 384 = inhibitors of human endothelial cell proliferation; HUVEC proliferation, CellTiter-Glo luminescence, 72 h; active compounds read low; viability, % at 10 µM (by protocol); AID 648; 86,000 compounds, 1.1% hits;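 active = viability at or below 30%; inactive = viability above 30%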;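 also: 100% = median luminescence of DMSO-only cell control wells on each plate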
# ERa coact inh = ER-alpha (human) coactivator binding inhibition; P03372; TR-FRET ER-alpha LBD / SRC-1 peptide, estradiol-bound; inhibition, % at 25.6 µM; AID 629; 86,000 compounds, 1.7% hits; in the data active = inhibition above about 50%;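 also: 0% = receptor plus peptide control and 100% = peptide only without receptor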
# ERa SRC1 pot = ER-alpha (human) coactivator binding potentiation | 86,000 compounds, 1.3% hits | coactivator binding (% of control), % at 25.6 µM | P03372 | TR-FRET ERalpha-LBD/SRC-Cy5 coactivator binding, 2 h; 100 = basal binding, no effect; in the data active = activity above about 200%;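 also: binding measured in presence of low estradiol as agonist stimulus; 0% = peptide alone without receptor and 100% = receptor with peptide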
# Starred values were filed as active, the others as inactive; nt = not tested or not shown; [ ] = dose if it differs, or a comment. The list is partial; the hit share may differ from the screen's.
# The opening 5 compounds (preview)
SMILES,ERb coact inh,Smad3 inh,CD11b adhes enh,MT1-MMP txn act,Lung fibro prol,H69AR inhibit,HUVEC prolif 384,ERa coact inh,ERa SRC1 pot
CCNC(=O)COc1cc(C)c(Cl)c(C)c1,12,-4,11,1,105,103,96,11,102
Cc1cc(C(=O)N2CCN(Cc3ccc4c(c3)OCO4)CC2)on1,1,-1,nt,1.1,95,98,83,-1,103
Cc1ccc(OCC(O)CN2C(=O)NC(C)(C)C2=O)cc1C (centres undefined),-8,-2[fluorescence artefact?],-2,1.1,100,100,95,-9,122
CCNCCNC(=O)c1c(O)c2c([nH]c1=O)CCCC2,-7[fluorescence artefact?],9[fluorescence artefact?],-1,1,97,90,94,23[fluorescence artefact?],94[fluorescence artefact?]
COc1ccccc1NC(=O)N1CCCC(C(=O)Nc2cccc(C)c2C)C1 (centres undefined),-6,3,1,1.1,103,86,101,-6,113

# The whole of this part, from the first entry:
SMILES,ERb coact inh,Smad3 inh,CD11b adhes enh,MT1-MMP txn act,Lung fibro prol,H69AR inhibit,HUVEC prolif 384,ERa coact inh,ERa SRC1 pot
CCNC(=O)COc1cc(C)c(Cl)c(C)c1,12,-4,11,1,105,103,96,11,102
Cc1cc(C(=O)N2CCN(Cc3ccc4c(c3)OCO4)CC2)on1,1,-1,nt,1.1,95,98,83,-1,103
Cc1ccc(OCC(O)CN2C(=O)NC(C)(C)C2=O)cc1C (centres undefined),-8,-2[fluorescence artefact?],-2,1.1,100,100,95,-9,122
CCNCCNC(=O)c1c(O)c2c([nH]c1=O)CCCC2,-7[fluorescence artefact?],9[fluorescence artefact?],-1,1,97,90,94,23[fluorescence artefact?],94[fluorescence artefact?]
COc1ccccc1NC(=O)N1CCCC(C(=O)Nc2cccc(C)c2C)C1 (centres undefined),-6,3,1,1.1,103,86,101,-6,113
COc1ccc(OC)c(NC(=O)CC2C(=O)NCCN2C(=O)Nc2cccc(Cl)c2)c1 (centres undefined),-6,21[fluorescence artefact?],2,0.8,103,62,81,-1,79
COc1ccc(CCNc2nc3c(c(=O)n(C)c(=O)n3C)n2C)cc1OC,-7,-2,3,1.1,103,90,96,-19[fluorescence artefact?],122
CC1CN(C(=O)c2ccccc2Sc2ccccc2C#N)CC(C)O1 (centres undefined),10,-16,-2,nt,103,110,104,-11,116
Nc1ncc(Br)cc1S(=O)(=O)NCCC(=O)N1CCN(c2ncccn2)CC1,-5[fluorescence artefact?],-5,nt,1.1,108,98,94,-17,124[fluorescence artefact?]
c1cnc2c(OCc3nc4ccccc4[nH]3)cccc2c1,-9[fluorescence artefact?],2,3,1.2,95,43,75,-39,103
COc1cccc(C2NC(C)(C(=O)O)C3C(=O)N(C(C)C)C(=O)C23)c1O (centres undefined),-4[fluorescence artefact?],-1,2,1.1,99,98,107,4,127
CCN1CCN(CC(=O)Nc2ccc3c(c2)OCCO3)C(=O)C1=O,2[fluorescence artefact?],-9,2,1.1,103,103,104,2,102
CCOC(=O)c1c(NS(=O)(=O)Cc2ccccc2)sc2c1CCCC2,27,-2,0,1.2,107,51,85,10,59
O=S(=O)(NCc1ccco1)c1cccc(S(=O)(=O)N2CCCCC2)c1,-5[fluorescence artefact?],11,7,1.2,98,91,85,5,109
COc1ccccc1NC(=O)CSCC(N)=O,20,-20,2,1,109,103,100,-6,104
N#Cc1nc(-c2ccc(Cl)cc2)oc1NCc1cccc2c1OCO2,28[fluorescence artefact?],4,4,1.3,95,101,88,42[fluorescence artefact?],111[fluorescence artefact?]
COC(=O)c1ccc(NC(=O)c2cc3sccc3n2C)cc1,-18,-6,nt,1.2,103,75,90,-5,120
CCCC(=O)N1c2ccccc2NC2=C(C(=O)CCC2)C1c1ccc(F)cc1 (centres undefined),-6,0,-2,1.1,96,93,92,-7,100
CCSc1nc2c(c(=O)n1Cc1ccccc1)SC(C)C2 (centres undefined),-6,4,1,1,89,92,110,-2,90
O=C(Nc1ccccc1)Nc1cccc(Cl)c1,-3,6,-2,1.6,102,83,90,-1,130
COC(=O)c1sc(NC(=O)c2cnccn2)c(C(=O)OC)c1C,-2,1,nt,1.2,88,40*,77,52*,119[fluorescence artefact?]
COc1ccc(-c2nnn(CC(=O)N(CC(=O)NC3CCCC3)c3cccc(C)c3)n2)cc1OC,-10,-5,1,1.3,97,65,83,-4,104
O=C(NCCCN1CCN(CCCNC(=O)c2ccccc2F)CC1)c1ccccc1F,4,10,4,1,102,99,100,-8,155[fluorescence artefact?]
Nc1c(C(=O)NCCc2ccccc2)nnn1Cc1ccc(Cl)cc1,-3,11[fluorescence artefact?],nt,1,81,96,99,-4,101
CCN(CC)S(=O)(=O)c1ccc(NC(=O)c2c(-c3ccccc3)noc2C)cc1,-9,14[fluorescence artefact?],0,1.2,78,89,83,-9,94
CCCOc1ccc(Cn2c(C)nc([N+](=O)[O-])c2SCC(O)COC)cc1[N+](=O)[O-] (centres undefined),-23,9,nt,1.2,89,81,97,2,111
O=C(Nc1nccs1)c1cccc(S(=O)(=O)N2CCOCC2)c1,-5,-3,nt,1.3,95,89,88,-12,107
Cc1sc(NC(=O)c2ccc(Cl)s2)c(C(N)=O)c1C,23,-14[fluorescence artefact?],-4,2.2*,88,11*,60,30[fluorescence artefact?],117
COc1ccc(NC(=O)C2CC(=O)NC3=C2C(=O)CC(C)(C)C3)cc1 (centres undefined),-6[fluorescence artefact?],-8,nt,1.1,100,96,97,-24,113
Cc1ccc(C)c(NC(=O)CSc2nc3c(c(=O)n2C)SC(C)C3)c1 (centres undefined),1,10,-3,1,95,56,113,-1,145
CCCCN1C(=O)c2ccccc2C1C(=O)NC1CCCC1 (centres undefined),-7,3,0,1.2,98,82,90,-25,103
CCOC(=O)CSc1nnc2n1C(C)(C)Cc1ccccc1-2,4,10,nt,1.2,95,88,104,5,92
O=C(O)Cc1ccc(NC(=O)c2ccc(NC(=O)c3ccco3)cc2)cc1,18[fluorescence artefact?],2,2,1,99,90,99,26,84
CCCCc1c(O)nc(SCC(=O)N2CCCCC2)n(-c2ccccc2C)c1=O,17,13,-6,1.1,102,86,90,9[fluorescence artefact?],94
COC(=O)c1cccc(NC(=O)Cc2ccc(OC)cc2)c1C,3[fluorescence artefact?],1,2,1.1,106,98,95,4[fluorescence artefact?],110[fluorescence artefact?]
COC(=O)C1=C(CSc2nc3ccccc3o2)NC(=O)NC1c1cc(C)ccc1C (centres undefined),-3,1,-1,1.2,86,96,67,5,95[fluorescence artefact?]

# Molecules above that have fluorine, in the order listed:
SMILES,ERb coact inh,Smad3 inh,CD11b adhes enh,MT1-MMP txn act,Lung fibro prol,H69AR inhibit,HUVEC prolif 384,ERa coact inh,ERa SRC1 pot
CCCC(=O)N1c2ccccc2NC2=C(C(=O)CCC2)C1c1ccc(F)cc1 (centres undefined),-6,0,-2,1.1,96,93,92,-7,100
O=C(NCCCN1CCN(CCCNC(=O)c2ccccc2F)CC1)c1ccccc1F,4,10,4,1,102,99,100,-8,155[fluorescence artefact?]

# New compounds follow
SMILES,ERb coact inh,Smad3 inh,CD11b adhes enh,MT1-MMP txn act,Lung fibro prol,H69AR inhibit,HUVEC prolif 384,ERa coact inh,ERa SRC1 pot
Cc1cccc(C(=O)NCc2nnc(SCC(=O)N3CCN(c4ccccc4)CC3)n2C)c1,-6,0,nt,1.2,99,97,92,-39,103[fluorescence artefact?]
N#Cc1nc(-c2ccccc2F)oc1NC1CCCCC1,-1,-2,2,1.1,87,93,102,3,94
Cc1cccnc1NCc1ccc(O)c2ncccc12,29,8,-2,1,83,13*,68,6[fluorescence artefact?],111
CN1CCN(c2nc3c(c(=O)[nH]c(=O)n3C)n2Cc2cccc3ccccc23)CC1,6,5,2,0.9,93,72,82,-5,130
CCCCCC(=O)N1CCN(CCN=CC2=C(O)CC(c3cccs3)CC2=O)CC1 (centres undefined),1,15,-1,1,101,85,92,-3,87
COc1cc(NC(=O)CCc2ccccc2)nc(OC)n1,-6,5,-3,nt,99,91,92,2,96
CCCCNC(=O)CCCCCNS(=O)(=O)c1ccc(OC)cc1,-9,4,-2,1.3,104,87,107,-2,121
O=C(CCn1c(=S)[nH]c2ccccc2c1=O)NCCCN1CCCC1=O,-9,10,0,1.1,95,95,105,-9,103
COc1cccc(CNc2nn[nH]n2)c1OC,-36,14,0,1.1,90,93,103,-41,106
CC(=O)c1ccc(NC2OC(CO)C(O)C(O)C2O)cc1 (centres undefined),-2,-8[fluorescence artefact?],-2,1.2,108,86,96,-3,115
CNc1cc([N+](=O)[O-])ccc1N/C=C/C(=O)c1cccs1,4,5,nt,1.5,86,62,80,23[fluorescence artefact?],77[fluorescence artefact?]
CCOC(=O)C1CCCN(S(=O)(=O)Cc2ccccc2)C1 (centres undefined),-2,6,-1,1.3,102,nt,106,0,108
CCOc1ccc(-n2c(N)c(C(=O)NCc3ccco3)sc2=S)cc1,-8,1,nt,1.1,97,90,102,-4,82
Cc1ccc(C2(C(F)(F)F)N=C3Sc4cc(C)cc(C)c4N3C(=O)N2)cc1 (centres undefined),2,-7,nt,1.1,92,101,22*,2,75
CCCOc1ccc(C2/C(=C(/O)c3ccc(F)cc3)C(=O)C(=O)N2CCCN(C)C)cc1 (centres undefined),-10,14,1,1.1,nt,96,89,-9,90
CCN1CCN(CCn2c(=S)[nH]c3cc4c(cc3c2=O)OCO4)CC1,1,14,1,1,96,82,97,-6,102
CCOCCSc1nc2c(c(=O)[nH]c(=O)n2C)n1CCCc1ccccc1,-9,-6,0,1.2,106,79,97,-2,105[fluorescence artefact?]
CN1/C(=C\C(=O)c2ccco2)C(C)(C)c2ccccc21,-6,-1,-1,1,99,68,96,-7,134
CCC(C)c1ccc(NC(=O)C2CCN(c3ncccn3)CC2)cc1 (centres undefined),-3,3,nt,1.2,102,61,89,-5,115
Cc1nn(-c2ccc(Cl)cc2)c2sc(C(=O)N3CCN(C(=O)c4ccco4)CC3)cc12,6,-6,0,1.1,90,73,80,-2,101
CCOc1cc(S(=O)(=O)N(CC)CC)ccc1Br,-3,5,0,1.3,88,89,93,-3,97
